Rin1 Abl inh – inhibitors of Rin1-Abl protein binding, primary screen, biochemical, TR-FRET. Tyrosine-protein kinase ABL1 (Homo sapiens) + Ras and Rab interactor 1 (Homo sapiens), …. actives 0.4% (n = 360,000). AID 588664, 2011. inhibition, % at 7.35 µM; in the data active = inhibition above about 5%, passing the limit was not always enough
SKN-1 inh – suppressors of acrylamide-induced Pgst-4::GFP reporter in worms, primary screen, SKN-1 inhibitor project, whole organism, uHTS, GFP/RFP fluorescence ratio, strain VP596; C. elegans VP596 Pgst-4::GFP/RFP ratio, 24 h; inhibition, % at 21.8 µM; actives 0.49% (n = 360,000);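 active = interference check ratio from 0.5 to 1.5 plus GFP to RFP signal ratio inhibition reaching or exceeding a fixed threshold, cut at about 30% in these data, passing the limit was not always enough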; note: some compounds called inactive have numbers as strong as hits
PABP1 MLLE inh – inhibitors of PABP1 MLLE–PAM2 peptide binding, primary screen, biochemical, fluorescence polarization, FITC-PAM2, GST-MLLE; Polyadenylate-binding protein 1 (Homo sapiens), P11940; inhibition, % at 20 µM; actives 0.36% (n = 360,000); AID 588489, 2011; in the data active = inhibition above about 35%, passing the limit was not always enough;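 note: plate controls were DMSO wells with GST-MLLE for no effect and wells lacking GST-MLLE protein for full effect; some results filed as inactive read as strong as hits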
Neddylation inh – inhibitors of cullin neddylation, primary screen, biochemical, TR-FRET, uHTS, NAE and Ubc12 | NEDD8-conjugating enzyme Ubc12 (Homo sapiens) + NEDD8-activating enzyme E1 regulatory … | actives 0.58% (n = 360,000) | calls only at 25 µM | AID 651699, 2012; in the data active = inhibition above about 36%
MT1-MMP act inh – blockers of MT1-MMP proenzyme processing, primary screen, HT1080 RFP-PRO-GFP cells, GFP/RFP fluorescence | actives 0.061% (n = 360,000) | GFP/RFP ratio fluorescence, overnight; percent of plate control window, DMSO zero | GFP/RFP ratio change, % at 20 µM;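 active = GFP/RFP ratio change of at least 30% with cell ATP level not reduced by more than half and red fluorescence within 50% of control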; note: strong numbers were not always called active
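Assay system: HT1080 RFP-PRO-GFP cells | Dosing: 20 µM single dose, 1% DMSO | Incubation: Cells overnight before dosing, compound overnight, 37 °C, 5% CO2 | Evaluation: GFP/RFP fluorescence ratio | Control set: DMSO-only wells and HT1080 RFP-L50D-GFP cell wells as references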
eLon inh – inhibitors of E. coli Lon protease, primary screen, biochemical, fluorescence polarization | inhibition, % at 7.94 µM | actives 0.42% (n = 360,000) | purified E. coli Lon protease; in the data active = inhibition above about 13%, passing the limit was not always enough;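 note: 0% = enzyme with probe and DMSO and 100% = no enzyme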
Target sequence (P0A9M0 whole entry, looked up): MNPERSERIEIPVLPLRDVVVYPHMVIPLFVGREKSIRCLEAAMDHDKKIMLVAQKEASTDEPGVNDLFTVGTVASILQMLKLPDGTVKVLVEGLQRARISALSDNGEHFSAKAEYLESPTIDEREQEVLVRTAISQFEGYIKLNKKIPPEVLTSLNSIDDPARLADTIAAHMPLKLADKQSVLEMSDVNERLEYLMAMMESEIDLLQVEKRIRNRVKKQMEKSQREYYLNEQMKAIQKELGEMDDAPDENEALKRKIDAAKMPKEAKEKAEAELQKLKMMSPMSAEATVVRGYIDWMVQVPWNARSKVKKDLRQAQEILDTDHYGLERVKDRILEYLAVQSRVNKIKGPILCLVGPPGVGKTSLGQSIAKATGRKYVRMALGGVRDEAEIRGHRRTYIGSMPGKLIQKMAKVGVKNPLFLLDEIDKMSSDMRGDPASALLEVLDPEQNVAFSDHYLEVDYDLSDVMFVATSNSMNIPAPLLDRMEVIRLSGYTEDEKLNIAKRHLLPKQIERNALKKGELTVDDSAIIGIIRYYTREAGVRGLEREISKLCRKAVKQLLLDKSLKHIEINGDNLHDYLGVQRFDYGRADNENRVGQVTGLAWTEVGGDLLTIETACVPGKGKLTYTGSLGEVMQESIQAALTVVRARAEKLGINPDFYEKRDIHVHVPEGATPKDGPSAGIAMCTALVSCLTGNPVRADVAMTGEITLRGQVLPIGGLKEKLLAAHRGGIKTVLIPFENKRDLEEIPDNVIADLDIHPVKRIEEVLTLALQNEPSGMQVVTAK
MsrA act – bovine MsrA enzyme activators, primary screen, biochemical, absorbance, HTS. Methionine sulfoxide reductase A (Bos taurus). purified bovine MsrA, absorbance read-out. activation, % at 10.6 µM. actives 0.3% (n = 360,000); in the data active = activation above about 7.5%;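 note: 0% = vehicle and 100% = reference activator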
FAS TE block – FAS thioesterase domain inhibitors, primary screen, biochemical, fluorescence intensity, uHTS; actives 0.67% (n = 360,000); inhibition, % at 15 µM; AID 602261, 2012; Fatty acid synthase (Homo sapiens), P49327; recombinant FAS-TE, OMFH fluorogenic substrate, fluorescence endpoint;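 active = compounds whose normalised, plate-corrected inhibition of enzyme fluorescence in the single-dose primary screen is 50% or more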;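 note: 0% = DMSO with enzyme and 100% = substrate without enzyme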
CendR NRP1 mod – modulators of CendR peptide binding to NRP-1, primary screen, biochemical, fluorescence polarization, uHTS; inhibition, % at 25 µM; FAM-RPARPAR peptide binding to NRP-1; Neuropilin-1 (Homo sapiens), O14786; actives 0.85% (n = 360,000);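 active = inhibition or corrected inhibition above about 18%, plus a signal ratio from 0.5 to 1.5, limit read from the data, passing the limit was not always enough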; note: strong numbers were not always called active
The depositor's hits bear a star.

What do the screens show for `NC(=O)C1CCN(Cc2nc3cc(C(F)(F)F)ccc3c(=O)[nH]2)CC1`?
Rin1 Abl inh: 2; SKN-1 inh: -6; PABP1 MLLE inh: 5; Neddylation inh: inactive; MT1-MMP act inh: 2; eLon inh: -3; MsrA act: -8; FAS TE block: -5; CendR NRP1 mod: -10

How did O=C(COc1coc(CN2CCc3ccccc3C2)cc1=O)Nc1ccc(F)cc1 do in these assays?
Rin1 Abl inh: -3; SKN-1 inh: 0; PABP1 MLLE inh: -10; Neddylation inh: inactive; MT1-MMP act inh: 2; eLon inh: -1; MsrA act: 3; FAS TE block: -20; CendR NRP1 mod: 3

What do the screens show for `COC(=O)c1ccc(CN2CCN(CCc3ccccc3)C(CCO)C2)cc1` (centres undefined)?
Rin1 Abl inh: -1; SKN-1 inh: -13; PABP1 MLLE inh: 10; Neddylation inh: inactive; MT1-MMP act inh: 0; eLon inh: -4; MsrA act: -5; FAS TE block: -2; CendR NRP1 mod: -2

Results for COc1ccc(C(=O)Nc2nnc(S(=O)(=O)N(C)Cc3ccccc3)s2)cc1 ?
Rin1 Abl inh: 1; SKN-1 inh: -1; PABP1 MLLE inh: -7; Neddylation inh: inactive; MT1-MMP act inh: 3; eLon inh: -7; MsrA act: 4; FAS TE block: -2; CendR NRP1 mod: 0

Results for CCn1c(N2CCN(CC(=O)c3ccc(OC)cc3)CC2)nc2ccccc21 ?
Rin1 Abl inh: 5; SKN-1 inh: -26; PABP1 MLLE inh: -5; Neddylation inh: inactive; MT1-MMP act inh: -2; eLon inh: -1; MsrA act: -12; FAS TE block: -1; CendR NRP1 mod: -5

How did COc1ccc(NS(=O)(=O)N2CCCCC2)cc1 do in these assays?
Rin1 Abl inh: 2; SKN-1 inh: 4; PABP1 MLLE inh: -14; Neddylation inh: inactive; MT1-MMP act inh: -1; eLon inh: -2; MsrA act: -2; FAS TE block: -3; CendR NRP1 mod: 6

Results for COc1cccc(C2NC(CCSC)(C(=O)O)C3C(=O)N(C(C)C)C(=O)C23)c1O (centres undefined) ?
Rin1 Abl inh: -2; SKN-1 inh: 1; PABP1 MLLE inh: -3; Neddylation inh: inactive; MT1-MMP act inh: -3; eLon inh: 2; MsrA act: -3; FAS TE block: -4; CendR NRP1 mod: -4

How did COC(=O)c1sc(NC(=S)NNC(=O)c2c(Br)c(C)nn2C)c(C(=O)OC)c1C do in these assays?
Rin1 Abl inh: -277; SKN-1 inh: -3; PABP1 MLLE inh: 27; Neddylation inh: inactive; MT1-MMP act inh: 12; eLon inh: 17; MsrA act: -12; FAS TE block: 7; CendR NRP1 mod: 3

Results for Cc1oc2c(C)c3oc(=O)c(CCC(=O)N4C[C@H]5C[C@@H](C4)c4cccc(=O)n4C5)c(C)c3cc2c1C ?
Rin1 Abl inh: -2; SKN-1 inh: -7; PABP1 MLLE inh: 8; Neddylation inh: inactive; MT1-MMP act inh: 2; eLon inh: -9; MsrA act: -2; FAS TE block: -6; CendR NRP1 mod: 0

What do the screens show for `CCOCCCNC(=O)c1c(-c2ccccc2)noc1C`?
Rin1 Abl inh: 4; SKN-1 inh: 27; PABP1 MLLE inh: -13; Neddylation inh: inactive; MT1-MMP act inh: -11; eLon inh: -9; MsrA act: -13; FAS TE block: -11; CendR NRP1 mod: 3

How did Nc1cc[n+](CC(=O)c2ccccc2)cc1 do in these assays?
Rin1 Abl inh: 0; SKN-1 inh: -5; PABP1 MLLE inh: -5; Neddylation inh: inactive; MT1-MMP act inh: -1; eLon inh: 0; MsrA act: -4; FAS TE block: -6; CendR NRP1 mod: -4

What do the screens show for `CCN(CC)S(=O)(=O)c1ccc(-c2nnc(SCC(C)=O)o2)cc1`?
Rin1 Abl inh: 0; SKN-1 inh: 6; PABP1 MLLE inh: -26; Neddylation inh: inactive; MT1-MMP act inh: -4; eLon inh: -4; MsrA act: -7; FAS TE block: -6; CendR NRP1 mod: 4

Results for O=C(CSc1nc2ccsc2c(=O)n1Cc1ccccc1)NCC1CCCO1 (centres undefined) ?
Rin1 Abl inh: 4; SKN-1 inh: -4; PABP1 MLLE inh: -5; Neddylation inh: inactive; MT1-MMP act inh: 12; eLon inh: -7; MsrA act: -3; FAS TE block: -4; CendR NRP1 mod: -2

Results for CC(=O)OCCNC(=O)c1cccnc1 ?
Rin1 Abl inh: 5; SKN-1 inh: 1; PABP1 MLLE inh: 6; Neddylation inh: inactive; MT1-MMP act inh: 0; eLon inh: 3; MsrA act: -10; FAS TE block: -7; CendR NRP1 mod: 1

What do the screens show for `COc1ccc(NC(=O)c2sc3nc(N4CCOCC4)c4c(c3c2N)CC(C(C)C)OC4)c(OC)c1` (centres undefined)?
Rin1 Abl inh: 0; SKN-1 inh: 1; PABP1 MLLE inh: -10; Neddylation inh: inactive; MT1-MMP act inh: -4; eLon inh: 3; MsrA act: -8; FAS TE block: 16; CendR NRP1 mod: -3

Results for CCc1c(C)sc(NC(=O)/C=C/C(=O)O)c1C(N)=O ?
Rin1 Abl inh: 3; SKN-1 inh: -7; PABP1 MLLE inh: 16; Neddylation inh: inactive; MT1-MMP act inh: 0; eLon inh: 0; MsrA act: -5; FAS TE block: -11; CendR NRP1 mod: -16

Results for O=C1C(=Cc2ccc(Cl)cc2)CCc2ccccc21 ?
Rin1 Abl inh: 1; SKN-1 inh: 20; PABP1 MLLE inh: 5; Neddylation inh: inactive; MT1-MMP act inh: 1; eLon inh: -3; MsrA act: -4; FAS TE block: 34; CendR NRP1 mod: 7

Results for CCC(C)NC(=O)c1cc(Cl)ccc1OC (centres undefined) ?
Rin1 Abl inh: -2; SKN-1 inh: 3; PABP1 MLLE inh: 0; Neddylation inh: inactive; MT1-MMP act inh: 6; eLon inh: -2; MsrA act: -2; FAS TE block: -8; CendR NRP1 mod: 2

How did O=C(CSc1ncnc2sccc12)N1CCN(C(=O)c2cccs2)CC1 do in these assays?
Rin1 Abl inh: -7; SKN-1 inh: 4; PABP1 MLLE inh: -5; Neddylation inh: inactive; MT1-MMP act inh: 0; eLon inh: -2; MsrA act: -2; FAS TE block: -3; CendR NRP1 mod: 3

How did OCCN(CCCn1c(-c2ccncc2)nc2ccccc21)c1nc(CN2CCCCC2)cs1 do in these assays?
Rin1 Abl inh: 2; SKN-1 inh: 22; PABP1 MLLE inh: 17; Neddylation inh: inactive; MT1-MMP act inh: -7; eLon inh: 1; MsrA act: -2; FAS TE block: -11; CendR NRP1 mod: 20

Results for O=C(NC(=O)c1ccc(Cl)c(Cl)c1)OC1CCS(=O)(=O)C1 (centres undefined) ?
Rin1 Abl inh: 2; SKN-1 inh: -20; PABP1 MLLE inh: 4; Neddylation inh: inactive; MT1-MMP act inh: 11; eLon inh: -3; MsrA act: 3; FAS TE block: -4; CendR NRP1 mod: -11

What do the screens show for `Cn1nc(C(F)(F)F)c(C(=O)Nc2ccc(F)cc2F)c1Sc1cccc(Cl)c1`?
Rin1 Abl inh: 2; SKN-1 inh: -15; PABP1 MLLE inh: 6; Neddylation inh: inactive; MT1-MMP act inh: -11; eLon inh: -4; MsrA act: -7; FAS TE block: 29; CendR NRP1 mod: 4

What do the screens show for `COc1cccc(C2=NN(C(=O)c3ccccc3)C(O)(C(F)(F)F)C2)c1` (centres undefined)?
Rin1 Abl inh: -2; SKN-1 inh: -11; PABP1 MLLE inh: -16; Neddylation inh: inactive; MT1-MMP act inh: -3; eLon inh: -16; MsrA act: 1; FAS TE block: 10; CendR NRP1 mod: 1

How did COc1ccc(S(=O)(=O)N2CCCCC2)cc1NC(=O)c1ccc(C)cc1 do in these assays?
Rin1 Abl inh: 3; SKN-1 inh: 3; PABP1 MLLE inh: -12; Neddylation inh: inactive; MT1-MMP act inh: 8; eLon inh: -1; MsrA act: -4; FAS TE block: -12; CendR NRP1 mod: 8

What do the screens show for `Cc1ccc(NC(=O)NNC(=O)CN2C(=O)COc3ccccc32)cc1`?
Rin1 Abl inh: 1; SKN-1 inh: -1; PABP1 MLLE inh: -9; Neddylation inh: inactive; MT1-MMP act inh: 2; eLon inh: 12; MsrA act: 2; FAS TE block: -2; CendR NRP1 mod: 13

How did CNc1ncnc(NC)c1[N+](=O)[O-] do in these assays?
Rin1 Abl inh: 2; SKN-1 inh: 2; PABP1 MLLE inh: 2; Neddylation inh: inactive; MT1-MMP act inh: 5; eLon inh: 7; MsrA act: -16; FAS TE block: -3; CendR NRP1 mod: -8

Results for CCOC(=O)C(C)n1ncn2cccc2c1=O (centres undefined) ?
Rin1 Abl inh: 4; SKN-1 inh: -7; PABP1 MLLE inh: -7; Neddylation inh: inactive; MT1-MMP act inh: -4; eLon inh: -8; MsrA act: -5; FAS TE block: 2; CendR NRP1 mod: 15

What do the screens show for `O=C(Cn1cc2c(n1)CCCC2)N1CCc2ccccc21`?
Rin1 Abl inh: 0; SKN-1 inh: 1; PABP1 MLLE inh: -8; Neddylation inh: inactive; MT1-MMP act inh: 8; eLon inh: -2; MsrA act: -2; FAS TE block: 2; CendR NRP1 mod: -4

What do the screens show for `CC(=O)Nc1ccc(S(=O)(=O)NC(C(=O)O)C(C)O)cc1` (centres undefined)?
Rin1 Abl inh: -2; SKN-1 inh: 5; PABP1 MLLE inh: 1; Neddylation inh: inactive; MT1-MMP act inh: -1; eLon inh: -4; MsrA act: -4; FAS TE block: -2; CendR NRP1 mod: 6

Results for CC(C)c1ccccc1NC(=S)NCC1(N(C)C)CCCCC1 ?
Rin1 Abl inh: -3; SKN-1 inh: -6; PABP1 MLLE inh: 27; Neddylation inh: inactive; MT1-MMP act inh: -2; eLon inh: -3; MsrA act: -4; FAS TE block: -5; CendR NRP1 mod: 3

What do the screens show for `CCc1c(C)nc(SCCOc2ccc(OC(C)C)cc2)[nH]c1=O`?
Rin1 Abl inh: -1; SKN-1 inh: -31; PABP1 MLLE inh: 5; Neddylation inh: inactive; MT1-MMP act inh: 4; eLon inh: 7; MsrA act: -2; FAS TE block: 0; CendR NRP1 mod: -26

Bioassay records from PubChem BioAssay.

Random draw from the library (roughly 4% active in at least one column).
